Compound activity: PubChem, several laboratories
AID2073 = inhibitors of Mint1-CaV2.2 protein interaction, biochemical, HTRF (AID 2073) | HTRF protein-protein interaction, Mint1-CaV2.2; higher % means a stronger effect | actives 0.19% (n = 290,000) | one-dose inhibition, % at 20 µM; IC50 in µM for titrated hits | Voltage-dependent N-type calcium channel subunit alpha-1B (Homo sapiens); in the data active means inhibition mostly above about 51%, no sharp cut-off; further: some results filed as inactive read as strong as hits
LYP inhibition = inhibitors of LYP phosphatase, biochemical, fluorescence intensity, uHTS (AID 1779). Tyrosine-protein phosphatase non-receptor type 22 (Homo sapiens). recombinant LYP phosphatase, fluorescence intensity; higher % means a stronger effect. inhibition, % at 11.5 µM, or IC50 in µM where a hit was titrated. actives 0.054% (n = 290,000); in the data active means inhibition above about 50%;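 further: plate controls were vehicle with enzyme for no effect and no enzyme for full effect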
Dengue-2 NS5 capping = Dengue-2 NS5 methyltransferase inhibitors, primary screen, biochemical, confirmation dose response (AID 588689) | Dengue-2 NS5 methyltransferase capping enzyme assay, biochemical; higher % means a stronger effect | inhibition, % at 25 µM; hits with a dose series show IC50 in µM | actives 0.3% (n = 340,000); in the data active means a potency from the dose series
SIAH1 antagonists = Siah-1 peptide-binding antagonists, primary screen, biochemical, fluorescence polarization, rhodamine-plectin, uHTS (AID 1817) | E3 ubiquitin-protein ligase SIAH1 (Homo sapiens) | Siah-1 / rhodamine-plectin peptide fluorescence polarization; higher % means a stronger effect | displacement, % at 20 µM; hits with a dose series show IC50 in µM | actives 0.02% (n = 290,000);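 active means displacement of at least 50% at 20 µM, with a fluorescence ratio check between 0.3 and a set limit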;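 further: plate controls were Siah plus tracer with DMSO for no effect and tracer alone without Siah for full effect; strong numbers were not always called active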
Rac1 GTP hydrolysis = MgcRacGAP GTPase-activating activity inhibitors, confirmation, biochemical, ADP Hunter fluorescence; Rac GTPase-activating protein 1 (Homo sapiens); MgcRacGAP-stimulated Rac1 GTP hydrolysis, ADP Hunter fluorescence; higher % means a stronger effect; GST-tagged Rac1 F28L mutant substrate; one-dose inhibition, % at 30 µM; IC50 in µM for titrated hits; actives 0.6% (n = 340,000);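 active means first-screen hits whose inhibition reached a set limit at any dose in the follow-up dose series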;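 further: fluorescence reports GDP produced by GAP-driven GTP hydrolysis; strong numbers were not always called active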
HIV fusion peptide = inhibitors of HIV fusion peptide binding, primary screen, biochemical, uHTS, fluorescence dequenching (AID 1986); inhibition, % at 20 µM; hits with a dose series show IC50 in µM; cell-free peptide binding, fluorescence dequenching, 30 min; higher % means a stronger effect; actives 0.3% (n = 290,000); in the data active means inhibition mostly above about 52%, no sharp cut-off; inactive means mostly below about 76%; further: some results filed as inactive read as strong as hits
RSV antiviral HEp-2 = RSV antiviral activity via CPE protection, HEp-2 cells, primary 10 µM value included (AID 2391); HEp-2 cells, RSV-induced CPE inhibition; higher % means a stronger effect; CPE inhibition, % at 10 µM, or IC50 in µM where a hit was titrated; actives 0.13% (n = 310,000); in the data active means a potency from the dose series; further: strong numbers were not always called active
SV40 large T antigen = SV40 large T antigen inhibitors, biochemical (AID 1903). SV40 large T antigen ATPase/helicase inhibition assay; higher % means a stronger effect. inhibition, % at 20 µM, or IC50 in µM where a hit was titrated. actives 0.39% (n = 310,000); in the data active means a potency from the dose series; further: strong numbers were not always called active
XIAP antagonists = XIAP antagonists, biochemical, IAP family, fluorescence polarization (AID 1018); actives 0.007% (n = 200,000); displacement, % at 20 µM, or IC50 in µM where a hit was titrated; XIAP BIR domain, fluorescence polarization peptide displacement; higher % means a stronger effect; E3 ubiquitin-protein ligase XIAP (Homo sapiens); in the data active means displacement above about 50%; further: a part of the inactive calls stands beside numbers as strong as those of hits
* hit, by the source's call; / = no result given.

SMILES	AID2073	LYP inhibition	Dengue-2 NS5 capping	SIAH1 antagonists	Rac1 GTP hydrolysis	HIV fusion peptide	RSV antiviral HEp-2	SV40 large T antigen	XIAP antagonists
O=C(O)c1cc(NC(=O)C2CCCO2)cc(NC(=O)C2CCCO2)c1 (stereo not drawn)	10%	-2%	-1%	0%	-2%	-1.0%	-0.1%	1%	2.1%
Brc1ccc(-c2ccc(/C=N/Nc3nc(N4CCOCC4)nc(N4CCOCC4)n3)o2)cc1	3%	0%	-4%	-5%	9%	-0.5%	6.6%	-4%	-7.2%
C=CCNC(=S)/N=c1/ccccn1CCC	-30%	4%	2%	-2%	0%	0.8%	-1.5%	20%	/
COc1cccc(C(=O)Nc2nc3ccc(S(C)(=O)=O)cc3s2)c1	14%	-4%	10%	0%	5%	-0.1%	4.7%	-1%	-4.3%
Cc1ccc2cc(CN(Cc3ccc4c(c3)OCO4)Cc3nnnn3Cc3ccco3)c(=O)[nH]c2c1C	7%	17%	3%	-1%	-1%	4.9%	-1.6%	12%	-1.4%
COc1cc(NC(=O)CSc2ncnc3scc(-c4ccccc4)c23)c(C(=O)O)cc1OC	11%	-7%	5%	-1%	4%	54%	-1.3%	14%	-5.7%
CC1S/C(=N/N=C/c2ccco2)N(Cc2ccccc2)C1=O (stereo not drawn)	8%	6%	/	1%	/	1.0%	16%	7%	/
COC(=O)Cn1cnc2c(nnn2Cc2ccc(Cl)cc2)c1=O	-10%	-7%	-6%	4%	10%	-0.8%	/	1%	-4.2%
CC/C(O)=C1\C(=O)CC(c2ccccc2)CC1=NCCC(=O)O (stereo not drawn)	4%	3%	-2%	0%	0%	1.0%	1.6%	-5%	-7.7%
Cc1ccc(NC(=O)c2nc[nH]c2C(=O)NCC(=O)OC(C)(C)C)cc1	2%	1%	-2%	8%	8%	-1.3%	-0.1%	23%	/
COc1ccccc1N(CC(O)COc1c(C)cc(C)cc1C)S(=O)(=O)c1ccccc1 (stereo not drawn)	6%	5%	-9%	1%	5%	1.7%	4.5%	7%	-1.5%
CC(C)CN(CC(C)C)CC(O)CN(c1ccccc1)S(=O)(=O)c1ccccc1[N+](=O)[O-] (stereo not drawn)	-1%	-7%	-9%	3%	15%	-0.9%	-1.1%	8%	/
O=C1C2CC=CCC2C(=O)N1Cc1ccccc1 (stereo not drawn)	-5%	-8%	2%	-3%	2%	-1.0%	0.3%	-1%	-2.9%
O=C(NNc1cccc(Cl)n1)Nc1ccc(F)cc1	-5%	-8%	-9%	5%	-3%	-2.6%	0.9%	11%	-0.1%
COCCCn1c(C)csc1=Nc1cccnc1	-12%	-6%	-6%	-3%	0%	-1.3%	2.0%	9%	29%
CC1(C)CC(=O)C(N=Nc2cccc([N+](=O)[O-])c2)=C(O)C1	-7%	-2%	-12%	-2%	5%	-0.3%	1.0%	9%	/
O=C1c2ccccc2C(=O)N1CCC(c1ccc(F)cc1)c1ccco1 (stereo not drawn)	-2%	11%	13%	6%	9%	5.6%	2.6%	6%	-17%
CCc1ccccc1NC(=O)CCNS(=O)(=O)c1cc(Br)cnc1N	10%	-12%	-4%	13%	10%	2.1%	0.7%	19%	/
O=C1NC2(CCCCCC2)C(=O)N1CCS(=O)(=O)Oc1ccccc1	-3%	-12%	1%	4%	2%	1.9%	-1.5%	27%	-5.2%
CCNc1nc(NCC)nc(SCCOC(=O)Nc2ccccc2)n1	2%	-7%	-3%	0%	10%	0.7%	3.2%	3%	-11%
COC(=O)c1cccc(C#CC(NP(=O)(c2ccccc2)c2ccccc2)c2ccccc2)c1 (stereo not drawn)	2%	-2%	-1%	1%	12%	0.1%	-2.3%	9%	/
CCN(Cc1ccccc1)C(=O)COC(=O)Cn1cnc2ccccc21	-8%	-8%	1%	-1%	4%	-0.9%	0.4%	5%	-5.6%
Cc1cc(C)nc(N2CCC(C(=O)NCC3CCCCC3)CC2)n1	4%	-6%	4%	5%	6%	-1.3%	/	-11%	-8.0%
Cc1ccc(-c2nnc(C)c(N3CC(C)OC(C)C3)n2)cc1 (stereo not drawn)	-7%	1%	4%	0%	11%	1.2%	3.0%	11%	-18%
CCOc1cc(/C=N/NC(=O)c2ccncc2)cc(Cl)c1OS(C)(=O)=O	-5%	1%	-4%	1%	13%	-0.7%	-0.1%	0%	-7.9%
COc1ccc(OC)c(-c2cc(C(=O)NCc3ccco3)no2)c1	-6%	-8%	-5%	0%	9%	-0.2%	0.0%	2%	-1.2%
COc1cc(C(C)=O)ccc1OCCN1CCC(Cc2ccccc2)CC1	-9%	-3%	-1%	1%	24%	0.8%	-3.0%	11%	-7.1%
COC(=O)c1cc([N+](=O)[O-])c(-n2ccnc2)c([N+](=O)[O-])c1	-7%	-5%	2%	3%	2%	0.0%	2.9%	2%	0.8%

A different layout for part of the listing above:
Value order: AID2073	LYP inhibition	Dengue-2 NS5 capping	SIAH1 antagonists	Rac1 GTP hydrolysis	HIV fusion peptide	RSV antiviral HEp-2	SV40 large T antigen	XIAP antagonists
O=C(NNc1cccc(Cl)n1)Nc1ccc(F)cc1
→ -5%	-8%	-9%	5%	-3%	-2.6%	0.9%	11%	-0.1%
COCCCn1c(C)csc1=Nc1cccnc1
→ -12%	-6%	-6%	-3%	0%	-1.3%	2.0%	9%	29%
CC1(C)CC(=O)C(N=Nc2cccc([N+](=O)[O-])c2)=C(O)C1
→ -7%	-2%	-12%	-2%	5%	-0.3%	1.0%	9%	/
O=C1c2ccccc2C(=O)N1CCC(c1ccc(F)cc1)c1ccco1 (stereo not drawn)
→ -2%	11%	13%	6%	9%	5.6%	2.6%	6%	-17%
CCc1ccccc1NC(=O)CCNS(=O)(=O)c1cc(Br)cnc1N
→ 10%	-12%	-4%	13%	10%	2.1%	0.7%	19%	/
O=C1NC2(CCCCCC2)C(=O)N1CCS(=O)(=O)Oc1ccccc1
→ -3%	-12%	1%	4%	2%	1.9%	-1.5%	27%	-5.2%
CCNc1nc(NCC)nc(SCCOC(=O)Nc2ccccc2)n1
→ 2%	-7%	-3%	0%	10%	0.7%	3.2%	3%	-11%
COC(=O)c1cccc(C#CC(NP(=O)(c2ccccc2)c2ccccc2)c2ccccc2)c1 (stereo not drawn)
→ 2%	-2%	-1%	1%	12%	0.1%	-2.3%	9%	/
CCN(Cc1ccccc1)C(=O)COC(=O)Cn1cnc2ccccc21
→ -8%	-8%	1%	-1%	4%	-0.9%	0.4%	5%	-5.6%
Cc1cc(C)nc(N2CCC(C(=O)NCC3CCCCC3)CC2)n1
→ 4%	-6%	4%	5%	6%	-1.3%	/	-11%	-8.0%
Cc1ccc(-c2nnc(C)c(N3CC(C)OC(C)C3)n2)cc1 (stereo not drawn)
→ -7%	1%	4%	0%	11%	1.2%	3.0%	11%	-18%
CCOc1cc(/C=N/NC(=O)c2ccncc2)cc(Cl)c1OS(C)(=O)=O
→ -5%	1%	-4%	1%	13%	-0.7%	-0.1%	0%	-7.9%
